Yeast tox: yeast growth toxicity, wild-type and mutant, primary screen, cytotoxicity control for eIF2B function restoration project, wild-type and eIF2Bepsilon R284H mutant, A595; S. cerevisiae wild-type growth, A595 turbidity, 16 h; growth inhibition, % at 25 µM (by protocol); 0.3% of 30,000 active; AID 685, 2007;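 active = mutant and wild-type yeast strains alike exhibit over 30% growth inhibition; inconclusive = a strain exceeds 50% while the second remains under 30%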;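 also: 0% = untreated cell controls and 100% = YPD media blanks without cells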
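System: S. cerevisiae wild-type or eIF2Bepsilon-R284H mutant strain; times: 16 h growth with compound, 30 °C; signal: absorbance at 595 nm (turbidity); measure: growth inhibition (%) versus cell controls and blanks; compound: 25 µM single dose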
Yeast eIF2B: GCN4-lacZ reporter reduction in eIF2B-epsilon mutant yeast, primary screen, S. cerevisiae, eIF2B-epsilon R284H, Beta-Glo luminescence | AID 688, 2007 | inhibition, % at 25 µM (by protocol) | 0.91% of 27,000 active;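 active = mutant luminescence inhibited past about 50% while wild type luminescence and mutant growth stay under set limits, limit read from the data; inconclusive = mutant versus wild type luminescence inhibition gap past a set limit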; also: some compounds called inactive have numbers as strong as hits
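Material – yeast eIF2B-epsilon R284H mutant carrying GCN4–beta-galactosidase fusion · Medium – YPD yeast growth medium · Compound – one concentration, 25 µM, 0.25% DMSO · Times – 16 h at 30 °C exposure · Signal – Beta-Glo luminescence plus absorbance at 595 nm · Read-out – % inhibition of reporter signal and growth versus controls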
Yeast tox inhibition %: recorded beside Yeast tox, whose call it bears; growth inhibition, %; S. cerevisiae eIF2Bepsilon-R284H mutant growth, A595 turbidity, 16 h;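 each compound tested once at 25 µM; 0% equals untreated cells and 100% equals cell-free medium blanks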
Yeast eIF2B mutant toxicity: further read-out of Yeast eIF2B, marked with its call; growth inhibition, %; measured here: mutant yeast growth, toxicity;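 each compound tested once at 25 µM; zero equals untreated control growth and 100 equals blank medium absorbance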
The depositor's hits bear a star; ? = inconclusive; · = not tested or not shown. The list is partial; rates above refer to the full screens.

The first 5 compounds (preview)
SMILES	Yeast tox	Yeast tox inhibition %	Yeast eIF2B	Yeast eIF2B mutant toxicity
COCCCn1c(-c2ccccc2Cl)n[nH]c1=S	-7	-8	·	·
CCCCCn1c(CN2CCN(Cc3ccccc3)CC2)nc2c1c(=O)[nH]c(=O)n2C	4	11	15	11
CC(C)Oc1ccc(C(=O)NC2CCCCC2)cc1	-4	10	·	·
COc1ccc(-n2c(=O)cc(N3CCN(c4ccccc4F)CC3)[nH]c2=O)cc1	3	12	-32	12
CCOc1ccc(CNc2nc3ccccc3n2CCN2CCOCC2)cc1	-1	6	21	6

Main list (from the top)
SMILES	Yeast tox	Yeast tox inhibition %	Yeast eIF2B	Yeast eIF2B mutant toxicity
COCCCn1c(-c2ccccc2Cl)n[nH]c1=S	-7	-8	·	·
CCCCCn1c(CN2CCN(Cc3ccccc3)CC2)nc2c1c(=O)[nH]c(=O)n2C	4	11	15	11
CC(C)Oc1ccc(C(=O)NC2CCCCC2)cc1	-4	10	·	·
COc1ccc(-n2c(=O)cc(N3CCN(c4ccccc4F)CC3)[nH]c2=O)cc1	3	12	-32	12
CCOc1ccc(CNc2nc3ccccc3n2CCN2CCOCC2)cc1	-1	6	21	6
O=C(Nc1ccc(NC(=O)c2ccco2)nc1)c1ccccn1	7	28	41	28
COc1ccc(OC)c(S(=O)(=O)n2ccnc2C)c1	6	16	23	16
CCn1c(SCC(=O)N2CCN(c3ccc(F)cc3)CC2)nnc1-c1ccncc1	8	-5	7	-5
Cc1cc(C)c(NC2=CC(=O)CC(C)(C)C2)c(C#N)c1	5	3	·	·
Cc1ccc(CNC(=O)c2ccccc2N)cc1	-47	17	23	17
O=C(NC1CC1)C1=NOC(CNc2ncc(C(F)(F)F)cc2Cl)C1 (stereo not drawn)	-2	12	21	12
COc1ccc2oc(C)c(NC(C)=O)c2c1	18	-7	·	·
CCCCn1c(SCC(=O)c2ccc(OC)cc2OC)nc2cc(S(N)(=O)=O)ccc21	-26	5	15	5
CCNC(=O)c1sc(-c2ccccc2)nc1C	0	9	16	9
COc1ccccc1N(CC(=O)Nc1ccc2c(c1)OCCO2)S(C)(=O)=O	14	11	11	11
COc1cccc2cc(C(=O)NC3CC(C)(C)NC(C)(C)C3)c(=O)oc12	11	10	16	10
O=C(c1nc2n(n1)C(c1ccc(Cl)cc1)C=C(c1ccccc1)N2)N1CCOCC1 (stereo not drawn)	·	·	-46	·
CCOC(=O)C(Sc1cc(C)nc(N)n1)C(C)=O (stereo not drawn)	9	19	22	19
CCN1C2=C(C(=O)CCC2)C(c2ccc(O)cc2)C2=C1CCCC2=O	·	·	-35	·
O=C(NCc1ccc2c(c1)OCO2)c1ccc(N2C(=O)C3CCCCC3C2=O)cc1 (stereo not drawn)	22	12	15	12
Cc1ccc(C)c(S(=O)(=O)N2CCN(C(=O)Cn3c(C(F)(F)F)nc4ccccc43)CC2)c1	15	-24	-2	-24
Cn1c(COc2ccccc2)nnc1SCC(=O)Nc1ccc(N2CCOCC2)c(Cl)c1	-38	-2	1	-2
CCOC(=O)c1[nH]c(C)c(/C(O)=C2\C(=O)C(=O)N(CCN3CCOCC3)C2c2cccs2)c1C (stereo not drawn)	-13	12	·	·
Cc1cc(N2CCC(C(=O)Nc3ccc(F)cc3)CC2)nc(-c2ccccc2)n1	20	4	27	4
Cn1c(SCC(=O)NCc2ccco2)nnc1-c1ccccc1	·	·	-18	·

One compound at a time (already shown):
COc1cccc2cc(C(=O)NC3CC(C)(C)NC(C)(C)C3)c(=O)oc12 across the screens: Yeast tox = 11; Yeast tox inhibition % = 10; Yeast eIF2B = 16; Yeast eIF2B mutant toxicity = 10
COCCCn1c(-c2ccccc2Cl)n[nH]c1=S across the screens: Yeast tox = -7; Yeast tox inhibition % = -8; Yeast eIF2B = ·; Yeast eIF2B mutant toxicity = ·
Cn1c(COc2ccccc2)nnc1SCC(=O)Nc1ccc(N2CCOCC2)c(Cl)c1 across the screens: Yeast tox = -38; Yeast tox inhibition % = -2; Yeast eIF2B = 1; Yeast eIF2B mutant toxicity = -2

Continued.
SMILES	Yeast tox	Yeast tox inhibition %	Yeast eIF2B	Yeast eIF2B mutant toxicity
Cc1cccc(C)c1NC(=O)C1CCCN(CCCc2ccccc2)C1 (stereo not drawn)	8	8	·	·
Cc1c(C(=O)Nc2ccc(F)cc2)oc2ccc(S(=O)(=O)N3CCC4(CC3)OCCO4)cc12	-15	-19	13	-19
CCCCOC(=O)c1ccc(NC(=O)c2ocnc2C)cc1	6	11	13	11
COc1cccc(C(=O)N(c2ccc(OC)cc2OC)C2C=CS(=O)(=O)C2)c1 (stereo not drawn)	-3	0	21	·
CC(=O)c1cc(C(c2csc(C(C)=O)c2)c2csc(C(C)=O)c2)cs1	-5	0	-71	·
Cc1cc(C(=O)Nc2ccccc2C(F)(F)F)no1	4	7	?	·
C=CCn1c(SCC(=O)Nc2ccc3c(c2)OCCO3)nnc1-c1ccccn1	-2	11	-1	11
COC(=O)Cn1cnc2c(nnn2Cc2ccc(Cl)cc2)c1=O	-4	0	22	·
O=C(CN(Cc1ccco1)S(=O)(=O)c1cccs1)Nc1ccccc1C(F)(F)F	12	-14	20	-14
CC(C)C[C@H](NC(=O)Nc1ccccc1F)C(=O)O	11	15	19	15
CCOC(=O)c1cc(CN2CCOCC2)oc1-c1ccccc1	16	-3	·	·
Cc1ccc(NC(=O)CSCC(N)=O)cc1C	-16	10	-35	10
C=CCn1c(C)cc(C(=O)CN2C(=O)NC3(CCCc4ccccc43)C2=O)c1C (stereo not drawn)	1	13	·	·
C=CCn1c(O)c(C(CC)=NCCN2CCOCC2)c(=O)[nH]c1=O	13	19	18	19
Cc1cc2c(cc1C)NC(c1cccnc1)C1=C(CC(C)(C)CC1=O)N2 (stereo not drawn)	20	-2	19	-2
COc1ccc(-c2ccc(CCC(=O)O)n2CC(C)C)cc1	0	-2	·	·
O=C(Cn1nnc(-c2ccncc2)n1)N1CCc2ccccc21	·	·	15	·
CCCCc1c(O)nc(SCC(=O)N2CCOCC2)[nH]c1=O	-11	-11	-2	-11
CCOC(=O)C1CCN(C(=O)c2sc3nc(-c4ccc(F)cc4)cn3c2C)CC1	38	-11	11	-11
COc1ccc(CCC(=O)N2CCN(C3CCCCC3)CC2)cc1	-6	-17	15	-17
COc1ccc2cc(/C=C/C(=O)c3ccco3)c(Cl)nc2c1	9	-6	33	-6
Nc1nc(N2CCCCC2)nc2ccccc12	5	-23	4	-23
COC(=O)c1cc(OC)c(OC)cc1NC(=S)N1CCC(C(N)=O)CC1	-1	17	·	·
CS(=O)(=O)N1CCN(C2Cc3ccccc3C2)CC1	17	10	6	10
COc1ccc(S(=O)(=O)NCCSC(C)(C)C)cc1Cl	13	-20	8	-20

Following part.
SMILES	Yeast tox	Yeast tox inhibition %	Yeast eIF2B	Yeast eIF2B mutant toxicity
COc1cc(S(=O)(=O)N2CCN(Cc3ccccc3)CC2)ccc1Br	11	5	-12	5
O=C(c1ccc(Cl)cc1)c1ccc(OCC(=O)N2CCOCC2)cc1	10	11	15	11
O=C1CC(N2CCN(C/C=C/c3ccccc3)CC2)C(=O)N1Cc1ccc(N2CCCC2=O)cc1 (stereo not drawn)	-4	-2	12	-2
O=C(OCCN1C(=O)CCC1=O)c1ccc(S(=O)(=O)N2CCCCC2)cc1	-7	-18	8	-18
COc1ccc(C2(O)CCN(C(=O)NC3CCCCC3)CC2)cc1	25	-4	2	-4
CCN1C(=O)CSc2ccc(C(=O)NCCCN3CCOCC3)cc21	4	4	23	4
Cc1ccc(Oc2nc3c(c(=O)n(Cc4ccccc4F)c(=O)n3C)n2C)cc1	·	·	21	·
CCn1c(SCC(=O)c2ccc3ccccc3c2)nnc1-c1cccs1	-14	9	·	·
Cc1cc(NC(=O)CSc2nnc(-c3ccc(Cl)s3)o2)no1	-47	-5	17	-5
CCN1CCN(C(=S)c2ccc(OCC(=O)N3CCOCC3)cc2)CC1	11	14	·	·
CC(C)CCOc1ccc(C(CC(N)=O)C(=O)O)cc1 (stereo not drawn)	10	22	13	22
CCc1ccc(CNC(=O)C2CCC(=O)N2C2CCCCC2)cc1 (stereo not drawn)	15	16	·	·
CN1CCCN(S(=O)(=O)c2ccc3c(c2)OCCO3)CC1	11	-44	19	-44
COc1ccccc1Oc1coc2cc(OC(=O)N3CCOCC3)ccc2c1=O	-12	15	-2	15
CCN(CC)C(=O)COc1ccc(CC(=O)O)cc1OC	-1	3	18	3
NC(=O)c1ccc(NC(=O)CCCN2C(=O)c3ccccc3C2=O)cc1	10	3	17	3
COc1ccc(OC)c(S(=O)(=O)N(C)CC(=O)N2CCN(c3cccc(Cl)c3)CC2)c1	13	-4	31	-4
O=C1NC(=O)c2cc(NC(=O)C3CCCCC3)ccc21	11	0	4	·
CCn1c2ccccc2c2cc(NC(=O)N3CCOCC3)ccc21	-13	-2	-26	-2
O=C(Nc1nc(-c2ccc(S(=O)(=O)N3CCCC3)cc2)cs1)c1cccs1	·	·	5	·
CS(=O)(=O)Nc1ccc(C(=O)NCCc2ccccc2)cc1	·	·	15	·
CC(Sc1nnc(C(F)(F)F)n1C)C(=O)NC(N)=O (stereo not drawn)	7	-5	9	-5
OC(c1ccccc1)c1nccn1Cc1ccccc1 (stereo not drawn)	31	7	·	·
CCOc1ccc(NS(=O)(=O)c2ccc(NS(=O)(=O)c3ccc(SC)cc3)cc2)cc1	14	16	17	16
COc1ccc(-c2nc(CN3CCC(C(=O)NC4CCCc5ccccc54)CC3)c(C)o2)cc1OC (stereo not drawn)	19	-13	·	·

Random excerpt: 2 entries already listed, in no set order.
SMILES	Yeast tox	Yeast tox inhibition %	Yeast eIF2B	Yeast eIF2B mutant toxicity
CC(Sc1nnc(C(F)(F)F)n1C)C(=O)NC(N)=O (stereo not drawn)	7	-5	9	-5
CCn1c(SCC(=O)c2ccc3ccccc3c2)nnc1-c1cccs1	-14	9	·	·

The list continues.
SMILES	Yeast tox	Yeast tox inhibition %	Yeast eIF2B	Yeast eIF2B mutant toxicity
O=C1OCCC1Sc1nc2ccccc2n1Cc1ccccc1 (stereo not drawn)	4	0	·	·
O=C(c1ccc(Cl)cc1)C1C2C(=O)N(c3ccccc3)C(=O)C2C2CCCN21 (stereo not drawn)	5	0	33	·
CC(=O)OC(C(=O)N1CCN(c2ccccc2F)CC1)c1ccccc1 (stereo not drawn)	-2	14	-26	14
CCc1nnc(NC(=O)c2cc(S(=O)(=O)N3CCN(c4ccccc4)CC3)ccc2Cl)s1	-12	-14	27	-14
CCOC(=O)C1=C(C)NC2=C(C(=O)CC(C)(C)C2)C1c1cccc(C)n1 (stereo not drawn)	4	5	·	·
CCOC(=O)c1c(C2COc3ccccc3O2)csc1NC(=O)c1ccccc1 (stereo not drawn)	11	14	·	·
Cc1ccc(N2CC(C(=O)NCc3cccnc3)CC2=O)cc1 (stereo not drawn)	-1	-19	·	·
COc1ccc(-c2nnc(Nc3nc4c(OC)cccc4s3)o2)c(OC)c1	-7	4	20	4
CN1/C(=N\O)c2cccc3cccc1c23	0	0	-30	·
Cc1c(C(=O)NCc2ccc3c(c2)OCO3)oc2ccc(S(=O)(=O)N3CCCC3)cc12	-4	-18	19	-18
COC(=O)c1ccc(OCC(O)CN(CCO)CCO)cc1 (stereo not drawn)	7	17	33	17
CC1CCN(S(=O)(=O)c2ccc(NC(=O)Cn3nnc(-c4ccccc4)n3)cc2)CC1	-28	-23	26	-23
Cc1ccc(NC(=O)CS(=O)CC(=O)Nc2ccc3c(c2)OCO3)cc1Cl (stereo not drawn)	3	-17	·	·
COc1ccc(Oc2ncnc3c2oc2ccc(Br)cc23)cc1	-6	-37	23	-37
COC(=O)c1ccc(Cn2c(O)c(N=O)c3ccccc32)o1	6	0	46	·
COc1ccc2cc(CCNC(=O)CC(C)(C)C)c(=O)[nH]c2c1	-3	3	7	3
CCOC(=O)c1oc2cc(O)cc(C)c2c(=O)c1-c1cscn1	·	·	-9	·
Cc1cccc(N=C2NC(=O)CS2)c1	-9	-9	16	-9
Cc1cc(NC(=O)CN2CCOCC2)n(-c2nc3ccccc3s2)n1	11	-57	20	-57
Cn1c2ccccc2c(=O)c2c(=O)n(C3CCCCC3)c(-c3cccs3)nc21	14	-5	·	·
CN(C)C(=O)C1OC(C)(C)OC1C(=O)N(C)C (stereo not drawn)	3	12	-20	12
Cc1cc(C)nc(SCC(=O)N/N=C/c2cccn2-c2cccc(C(F)(F)F)c2)n1	-4	-14	-28	-14
CCOP(=O)(c1ccc(N(C)C)cc1)C(O)c1ccccc1 (stereo not drawn)	4	15	·	·
Cc1ccnc(N/N=C/c2ccco2)n1	18	17	24	17
COCCn1c(SCc2nc(N)nc(Nc3ccccc3C)n2)nc2ccccc2c1=O	9	20	·	·
CCOc1ccc(NC(=O)c2nnn(CC(=O)Nc3ccccc3OC)c2N)cc1	-1	-4	-3	-4
O=C(CCC(=O)Nc1nnc(C2CCCCC2)s1)NCc1cccs1	-18	0	14	·
COCCn1nnnc1C(c1ccc(OC)cc1OC)N1CCN(c2ccccc2)CC1 (stereo not drawn)	-7	3	8	3
CC(C)C(=O)Nc1cccc(C(=O)Nc2nnc(C(C)(C)C)s2)c1	26	-5	0	-5

High-throughput results from PubChem BioAssay.
